Vc quorum ag: induces V. cholerae light production without autoinducers; V. cholerae BH1578 lux reporter, luminescence, 6 h; activation, % at 18.7 µM; hit rate 0.16% among 350,000; in the data active = activation mostly above about 9.7%, no sharp cut-off; note: not every result past the cut was called active; inactives centre near 0; reference of the scale not given here
SSB-PriA inh: inhibitors of Klebsiella pneumoniae PriA binding to SSB C-terminal tail | hit rate 0.6% among 430,000 | inhibition, % at 33 µM | AlphaScreen SSBct-PriA binding, biotinylated peptide; in the data active = inhibition mostly above about 37%, no sharp cut-off; inactive = mostly below about 20%;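 note: plate controls were negative control peptide for no effect and reference peptide for full effect; strong numbers were not always called active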
Anthrax LF prot: blocks Bacillus anthracis lethal factor protease. inhibition, % at 10 µM. AID 588501. multiplex microsphere protease cleavage assay, LF. P15917. hit rate 0.12% among 360,000; note: plate controls were buffer without enzyme for full effect and enzyme alone for no effect
Target sequence (P15917 whole entry, looked up): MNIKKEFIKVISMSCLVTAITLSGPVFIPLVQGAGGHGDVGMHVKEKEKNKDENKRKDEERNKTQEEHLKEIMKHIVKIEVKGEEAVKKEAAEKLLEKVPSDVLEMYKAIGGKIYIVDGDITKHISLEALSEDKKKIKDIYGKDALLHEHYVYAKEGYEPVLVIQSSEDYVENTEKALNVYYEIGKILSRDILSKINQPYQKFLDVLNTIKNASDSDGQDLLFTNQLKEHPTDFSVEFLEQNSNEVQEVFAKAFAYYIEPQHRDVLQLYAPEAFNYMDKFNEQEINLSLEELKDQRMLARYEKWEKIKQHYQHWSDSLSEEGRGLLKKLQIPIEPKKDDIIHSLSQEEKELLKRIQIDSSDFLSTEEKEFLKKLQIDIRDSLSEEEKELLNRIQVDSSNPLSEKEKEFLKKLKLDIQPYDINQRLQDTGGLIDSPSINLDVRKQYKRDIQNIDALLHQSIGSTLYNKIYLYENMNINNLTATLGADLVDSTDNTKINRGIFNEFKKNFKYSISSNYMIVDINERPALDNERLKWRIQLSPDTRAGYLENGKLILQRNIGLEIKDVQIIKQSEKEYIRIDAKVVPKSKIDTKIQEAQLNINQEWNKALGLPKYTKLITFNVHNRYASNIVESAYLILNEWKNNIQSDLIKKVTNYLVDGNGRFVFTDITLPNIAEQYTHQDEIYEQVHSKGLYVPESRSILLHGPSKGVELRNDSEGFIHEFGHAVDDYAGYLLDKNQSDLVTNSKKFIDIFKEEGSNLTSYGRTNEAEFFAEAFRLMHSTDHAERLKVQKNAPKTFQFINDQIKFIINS
CCHFV vOTU inh: blocks the CCHF virus ovarian tumor domain protease; CCHFV vOTU protease, Pep-AMC fluorescence; inhibition, % at 11.5 µM; hit rate 0.55% among 370,000; AID 651958; in the data active = inhibition above about 30%; note: 0% = vehicle wells with enzyme and 100% = no enzyme wells
Y pestis TopoI: Y. pestis Topo-I inhibition via cleavage products; Y. pestis Topo-I cleavage product accumulation, plate reader; activity, % at 10 µM; hit rate 0.064% among 360,000; in the data active = activity above about 50%, passing the limit was not always enough; note: inactives centre near 2
BoNT A protease: inhibitors of Botulinum neurotoxin A light chain protease | multiplex microsphere protease substrate cleavage, flow cytometry | inhibition, % at 10 µM | hit rate 0.17% among 360,000 | AID 588499; note: plate controls were buffer without enzyme for full effect and enzyme alone for no effect
PfHsp40 yeast: compounds rescuing yeast from Plasmodium falciparum HSP40 toxicity; hit rate 0.68% among 340,000; growth rescue, % at 12.5 µM; AID 504582; S. cerevisiae expressing PfHsp40, growth rescue, ATP luminescence; in the data active = growth rescue above about 28%, passing the limit was not always enough;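 note: yeast W303a lacking pdr1 and pdr3 grown in galactose medium; growth measured after three days at 30 °C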
TcdB GH inh: inhibitors of Clostridioides difficile toxin B glycohydrolase | P18177 | TcdB glycohydrolase enzymatic assay, plate reader | inhibition, % at 9.99 µM | hit rate 0.24% among 350,000; in the data active = inhibition above about 10%
VHR inh abs: inhibitors of human VHR1 phosphatase (DUSP3); P51452; recombinant VHR phosphatase, pNPP absorbance; inhibition, % at 13.3 µM; hit rate 0.52% among 290,000; in the data active = inhibition above about 50%; note: some compounds called inactive have numbers as strong as hits
Target sequence (P51452 whole entry, looked up): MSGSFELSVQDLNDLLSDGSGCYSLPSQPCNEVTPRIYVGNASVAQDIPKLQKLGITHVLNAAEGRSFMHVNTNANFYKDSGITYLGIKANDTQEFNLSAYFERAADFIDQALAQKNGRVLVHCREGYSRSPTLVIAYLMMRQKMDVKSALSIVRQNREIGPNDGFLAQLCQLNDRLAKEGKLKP
SARS 3CLpro inh: SARS-CoV 3CLpro protease inhibition; P0C6X7; recombinant SARS-CoV 3CLpro, quenched FRET peptide cleavage; inhibition, % at 6 µM; hit rate 0.14% among 290,000; AID 1706; in the data active = inhibition above about 12%
* hit, by the source's call; i = inactive; . = no result given; & = joins results of further samples. Cut-off read from the data, not from the text of the source, unless noted: active = inhibition above about 30%; inconclusive = no clear call, values can overlap the other calls; inactive = below that. This is a subset, so the mix of outcomes need not match the whole.

[1] COc1ccc(N2CCN(C(=O)c3ccc(SC)cc3OC)CC2)cc1
[2] Cc1cc(=O)oc2c(C)c(OCC(=O)c3ccccc3)ccc12
[3] COc1ccc(CNC(=O)C2CCCN(C(=O)Nc3ccc(OC)cc3)C2)cc1 (stereo not drawn)
[4] COc1ccc(/C=C(\NC(=O)c2ccc(C)cc2)C(=O)NCCCn2ccnc2)cc1OC
[5] CC(=O)Nc1cc(-c2ccc(N)nc2)cn2c(-c3cccc(C(F)(F)F)c3)cnc12
[6] COc1ccccc1NC(=O)CCSc1nc(C)cc(C)n1
[7] COc1cc2[nH]c(C(=O)N3CCc4ccccc4C3)cc2c(OC)c1OC
[8] N=c1n(CCN2CCOCC2)c2ccccc2n1Cc1ccccc1Br
assay / entry	1	2	3	4	5	6	7	8
BoNT A protease	0.4	4.0	-3.3	-0.3	-0.7	-1.0	-0.5	0.4
VHR inh abs	26	-4	-7	7	.	15	34	50
SARS 3CLpro inh	4	2	0	-3	.	3	4	-1
SSB-PriA inh	3	4	-5	6	.	-3	0	-6
Vc quorum ag	-0.2	i	i	-0.4	0.0	i	-0.3	i
CCHFV vOTU inh	6	12	2	12	15	6	10	-5
TcdB GH inh	1.1	0.6	1.8	0.4	-0.3	0.1	1.8	.
Y pestis TopoI	13	11	-5	-7	-9	11	36	4
PfHsp40 yeast	1.4	0.6	0.7	-0.4	.	0.7	2.3	-0.7
Anthrax LF prot	-1	-2	4	-3	-10	-4	-1	-1

Entries of single compounds, quoted from the list. Screens in order: BoNT A protease | VHR inh abs | SARS 3CLpro inh | SSB-PriA inh | Vc quorum ag | CCHFV vOTU inh | TcdB GH inh | Y pestis TopoI | PfHsp40 yeast | Anthrax LF prot
CC(=O)Nc1cc(-c2ccc(N)nc2)cn2c(-c3cccc(C(F)(F)F)c3)cnc12 reads -0.7 | . | . | . | 0.0 | 15 | -0.3 | -9 | . | -10
COc1ccccc1NC(=O)CCSc1nc(C)cc(C)n1 reads -1.0 | 15 | 3 | -3 | i | 6 | 0.1 | 11 | 0.7 | -4
N=c1n(CCN2CCOCC2)c2ccccc2n1Cc1ccccc1Br reads 0.4 | 50 | -1 | -6 | i | -5 | . | 4 | -0.7 | -1

(next part)
[9] Cc1nc(Nc2nc(CSc3ccc(Cl)cc3)cc(=O)[nH]2)nc2ccccc12
[10] CC1Cc2ccccc2N1S(=O)(=O)c1ccc(Cl)nc1 (stereo not drawn)
[11] O=C(Nc1ncc([N+](=O)[O-])s1)c1cccc([N+](=O)[O-])c1
[12] COc1cccc(C2C3=C(N=c4s/c(=C\c5cccc(O)c5)c(=O)n42)c2ccccc2CC3)c1OC (stereo not drawn)
[13] CNC(=O)c1c[nH]c2ccc(S(=O)(=O)Nc3cccc(SC)c3)cc2c1=O
[14] COc1ccc(C(CNCC(O)COc2c(C)ccc(C)c2C)N(C)C)cc1 (stereo not drawn)
[15] CC(=O)c1cc2c(cc1N)OCO2
[16] COC(=O)c1ccc2nc(-c3ccc(F)cc3)c(CC3CCCCC3)n2c1
assay / entry	9	10	11	12	13	14	15	16
BoNT A protease	-1.2	-0.5	3.6	1.4	-1.7	-0.8	0.9	1.1
VHR inh abs	1	10	31	8	2	14	1	.
SARS 3CLpro inh	3	2	-1	4	-3	2	-1	.
SSB-PriA inh	1	-13	-2	.	-2	11	-10	.
Vc quorum ag	-0.3	i	-0.4	-0.3	-2.3	i	i	.
CCHFV vOTU inh	-20	-20	1	10	3	9	15	14
TcdB GH inh	.	0.6	8.1	0.3	-0.2	0.6	.	1.1
Y pestis TopoI	-9	4	-4	-2	-5	9	-10	.
PfHsp40 yeast	-1.0	1.3	-3.5	2.2	-0.2	-0.4	0.3	.
Anthrax LF prot	-1	2	-7	-4	2	-2	-7	-3

[17] COc1cc(/C=N/Nc2cc(C)nc(NS(=O)(=O)c3ccc(C)cc3)n2)ccc1O
[18] O=C(CN1C(=O)NC2(CCCCC2)C1=O)Nc1ccccc1Cl
[19] Cc1nc2c(C)cccc2c(SC(=N)N)c1CC=C(Cl)Cl
[20] Cc1cc(N2C3CCC2CC(O)(c2ccc(F)cc2)C3)nc(-c2ccccc2)n1 (stereo not drawn)
[21] Cc1cc(C(=O)OCC(=O)NC2CCCCC2)c(C)o1
[22] Cc1cccc(OCCCN2CCCCCC2)c1
[23] CCN(CC)C(=O)/C(=C\c1ccc2c(c1)OCO2)NC(=O)c1ccc(Br)cc1
[24] COCc1cc(C)nc(N)c1C#N
assay / entry	17	18	19	20	21	22	23	24
BoNT A protease	-0.4	-0.3	1.0	-1.9	.	0.1	-0.3	1.4
VHR inh abs	-2	32	-15	-11	19	3	6	18
SARS 3CLpro inh	1	-4	1	5	-2	2	6	.
SSB-PriA inh	.	0	-4	11	-15	-6	12	-13
Vc quorum ag	-0.2	0.0	i	-0.7	175*	i	-3.6	0.5
CCHFV vOTU inh	2	-17	-2	9	9	-6	2	-8
TcdB GH inh	0.4	.	1.0	.	.	.	.	.
Y pestis TopoI	8	-14	12	8	2	3	10	-3
PfHsp40 yeast	1.2	1.1	-0.1	-1.0	-1.3	-0.2	1.7	-0.2
Anthrax LF prot	0	-2	-5	0	.	-2	-1	3

[25] COc1ccc(N2CCN(C(=O)c3oc4ccccc4c3C)CC2)cc1
[26] COCCCNC(=O)CN(c1cc(OC)ccc1OC)S(=O)(=O)c1ccccc1
[27] Cc1ccc2nc(-c3cccc(NC(=O)c4ccco4)c3)[nH]c2c1
[28] CCOC(=O)C1C2C=CC3(CN(CCc4ccccc4)C(=O)C13)O2 (stereo not drawn)
[29] COc1cc(C(=O)NCC(=O)N/N=C/c2ccc(OC(=O)c3ccco3)cc2)cc(OC)c1OC
[30] CC(C)(C)c1csc(NC(=O)c2c(F)c(F)c(F)c(F)c2F)n1
[31] CC(=O)OCC[N+](C)(C)C
[32] O=C1c2ccccc2C(=O)N1CCCSc1nc2ccccc2o1
assay / entry	25	26	27	28	29	30	31	32
BoNT A protease	-1.8	-0.3	-0.1	2.2	0.3	-1.9	-0.9&-0.7&-1.1	0.9
VHR inh abs	15	-8	12	12	12	8	-3	11
SARS 3CLpro inh	4	-3	-5	-2	3	10	-4&2	1
SSB-PriA inh	25	-3	-14	-14	.	2	11	-14
Vc quorum ag	0.9	-6.7	i	0.6	i	i	i	.
CCHFV vOTU inh	-2	8	11	9	13	13	1&1&-9	11
TcdB GH inh	-0.5	.	.	.	0.8	0.7	1.1&3.1&0.8	.
Y pestis TopoI	0	-2	-7	0	14	6	-6&-2&8	38
PfHsp40 yeast	3.4	-1.6	1.5	-0.5	-0.9	0.8	-0.7&0.7&0.8	-1.2
Anthrax LF prot	-7	2	-2	7	-9	-6	-4&1&-6	-2

[33] CN(Cc1ccc(C(F)(F)F)cc1)C(=O)C1CC(=O)N(Cc2ccco2)C1 (stereo not drawn)
[34] Cc1ccc(C)c(C(=O)COC(=O)c2c(-c3ccccc3)noc2C)c1
[35] COc1cccc2c(=O)n(CC(=O)NC3CCCC3)ccc12
[36] CCN1CCN(c2ccc(Cl)cc2NC(=O)c2ccco2)CC1
[37] CN1CCN(C(=O)c2ccc3c(c2)N(Cc2cccc(Cl)c2)C(=O)c2ccccc2S3=O)CC1 (stereo not drawn)
[38] O=C(NCC1CCCO1)c1cc(-c2ccco2)nc2ccccc12 (stereo not drawn)
[39] COC(=O)c1cc(C#N)c(N2CCN(C)CC2)nc1C
[40] O=C(Cc1ccccc1)NN1C(=O)C2C(C1=O)C1C=CC2C12CC2 (stereo not drawn)
assay / entry	33	34	35	36	37	38	39	40
BoNT A protease	1.8	6.1	-0.1	2.9	-0.9	0.4	-0.9	-0.5
VHR inh abs	.	.	-2	.	.	25	22	-5
SARS 3CLpro inh	.	.	1	.	3	-2	-3	-2
SSB-PriA inh	1	-46	-21	11	-1	-17	0	-6
Vc quorum ag	i	0.2	-0.3	-3.8	-0.2	-0.8	i	-0.2
CCHFV vOTU inh	4	1	13	12	3	-133	-9	5
TcdB GH inh	-1.2	3.1	-0.8	-0.9	-1.7	0.4	1.1	0.0
Y pestis TopoI	-1	32	-4	-7	15	4	10	3
PfHsp40 yeast	-1.5	-1.5	1.9	-1.2	0.1	-1.2	-0.5	-0.2
Anthrax LF prot	-1	0	-3	8	0	2	2	0

[41] COc1ccc(CCNC(=O)C(=O)NCC2OCCN2S(=O)(=O)c2ccc(OC)c(OC)c2)cc1 (stereo not drawn)
[42] COc1cc(C2C(C(=O)c3ccco3)=C(O)C(=O)N2CCc2ccccc2)ccc1O (stereo not drawn)
[43] O=C(/C=C/c1ccccc1)NCC(=O)N/N=C/c1cccs1
[44] CS(=O)(=O)c1cnc(-c2ccccc2)nc1Oc1ccc(F)cc1
[45] COc1cccc(/C=N/NC(=O)c2ccccc2N(Cc2ccccc2)S(=O)(=O)c2ccccc2)c1OC
[46] COc1ccc(/C=C/C(=O)OCC(=O)NCc2ccccc2Cl)cc1OC
[47] CC(C)(C)NC(=O)CN1CCC(O)(c2ccc3c(c2)OCO3)CC1
[48] CCCCC(=O)NC1(C(F)(F)F)NC(=O)N(Cc2ccccc2)C1=O (stereo not drawn)
assay / entry	41	42	43	44	45	46	47	48
BoNT A protease	-0.3	-0.1	-2.0	-0.5	-0.1	-0.3	-0.3	0.0
VHR inh abs	25	-1	5	31	25	.	-10	-6
SARS 3CLpro inh	-2	0	5	-4	2	.	4	3
SSB-PriA inh	-7	-11	.	-13	.	-9	-6	-13
Vc quorum ag	-0.2	-6.2	-0.8	-0.4	-0.1	.	-0.6	-2.3
CCHFV vOTU inh	0	11	14	5	15	-15	-7	-1
TcdB GH inh	-0.4	.	-1.2	.	.	-3.9	.	0.3
Y pestis TopoI	-4	-1	-6	-3	20	17	-4	2
PfHsp40 yeast	2.0	1.0	-2.1	-0.7	0.2	-0.4	-0.6	0.5
Anthrax LF prot	-2	-3	-4	1	-1	-8	-5	-2

[49] COC(=O)CC1C(=O)NCCN1C(=O)CSc1nnnn1-c1ccc(Cl)cc1 (stereo not drawn)
[50] O=C(CNC(=O)c1ccccc1)N/N=C/C=C/c1ccccc1
[51] CCC(C)CCN1C(N(C)C)=NC[C@@H]1CC(C)C (stereo partly drawn)
[52] Cc1nn(Cc2ccccc2)c(Cl)c1C(=O)OCC(=O)N1CCCC1
[53] Cc1ccc(S(=O)(=O)N2CCC(C(=O)OCC(=O)NC3(C#N)CCCCC3)CC2)cc1C
assay / entry	49	50	51	52	53
BoNT A protease	0.8	-0.1	-0.3	-0.5	-3.3
VHR inh abs	4	1	.	-14	.
SARS 3CLpro inh	4	-1	.	3	.
SSB-PriA inh	-8	.	-14	-4	-7
Vc quorum ag	0.1	-0.4	i	i	-1.4
CCHFV vOTU inh	-7	4	3	4	3
TcdB GH inh	0.1	-0.9	0.2	1.4	1.4
Y pestis TopoI	-8	-2	3	-7	24
PfHsp40 yeast	-0.9	0.9	-1.2	-1.4	1.0
Anthrax LF prot	-8	5	1	-9	-4
